Screens from PubChem.
TAAR1 agonist: human TAAR1 agonists, primary screen, Fluo-8 calcium fluorescence, CHO RD-HGA16 cells; Trace amine-associated receptor 1 (Homo sapiens), Q96RJ0; vehicle wells 0%, saturating PEA agonist 100%; activation, % at 3 µM; hit rate 0.99% among 360,000;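 active = activation above the mean activation of all test compounds in the run plus 3 SD, cut at about 38% in these data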
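Test system: RD-HGA16 (CHO) cells co-expressing Gα16 and hTAAR1 | Doses: Single dose, 3 µM | Schedule: 17-24 h seeding, 75 min 37 °C dye, 30 min RT | Evaluation: % activation from peak over basal fluorescence ratio, DMSO-to-PEA scaled | Technique: Kinetic Fluo-8 calcium fluorescence | Benchmarks: Low control DMSO, high control PEA (EC100)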
OXTR potentiate: human OXTR potentiators, primary screen, fluorescence, CHO-OTR cells, Fluo-8 calcium. activation, % at 3 µM. AID 2445, 2010. hit rate 0.061% among 320,000. Fluo-8 calcium fluorescence, potentiator mode; 0% = oxytocin EC15, 100% = EC100. Oxytocin receptor (Homo sapiens), P30559;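 active = activation above that plate's cutoff, the mean activation of tested compounds plus 3 SD, cut at about 6.6% in these data, passing the limit was not always enough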;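 note: 100% uses oxytocin at 75 nM as the full agonist control; some results filed as inactive read as strong as hits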
Target sequence (P30559 whole entry, looked up): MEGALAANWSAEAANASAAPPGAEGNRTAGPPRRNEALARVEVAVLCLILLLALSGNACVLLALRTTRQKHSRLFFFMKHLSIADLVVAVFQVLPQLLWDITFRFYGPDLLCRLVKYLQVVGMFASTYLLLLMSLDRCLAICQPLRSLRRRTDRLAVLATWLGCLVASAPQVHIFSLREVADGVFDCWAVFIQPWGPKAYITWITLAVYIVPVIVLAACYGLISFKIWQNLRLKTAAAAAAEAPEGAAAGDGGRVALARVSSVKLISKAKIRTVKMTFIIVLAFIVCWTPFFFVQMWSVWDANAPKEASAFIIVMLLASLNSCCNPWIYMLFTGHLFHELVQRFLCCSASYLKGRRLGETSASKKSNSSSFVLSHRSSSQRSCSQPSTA
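Material: human OTR in CHO cells. Compound: 3.0 µM, one dose. Timing: compound 6 min at room temperature before oxytocin, 100 s read. Evaluation: % activation of max/min ratio relative to oxytocin controls. Replication: single well per compound, singlicate. Signal: Fluo-8 calcium dye fluorescence.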
CHO parental Ca: ATP-evoked calcium signal inhibitors, parental CHO, primary screen, counter-screen for OX1R antagonist project, cell-based, fluorescence, Fluo-8 calcium dye; inhibition, % at 5.6 µM; parental CHO-K1, ATP-induced calcium, Fluo-8 fluorescence; AID 463079, 2010; hit rate 0.63% among 330,000;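 active = inhibition above that plate's mean sample inhibition plus 3 SD, cut at about 26% in these data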;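 note: 0% = ATP-challenged DMSO wells and 100% = DMSO wells without ATP; some compounds past the cut are filed as inactive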
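test system = CHO parental line | reagent = ATP stimulus | measured by = intracellular calcium via Fluo-8 no-wash fluorescent dye | control set = ATP and no-ATP DMSO wells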
TAAR1 antagonist: human TAAR1 antagonists, primary screen, Fluo-8 calcium fluorescence, CHO RD-HGA16 cells; Trace amine-associated receptor 1 (Homo sapiens), Q96RJ0; antagonist; AID 624466, 2012; inhibition, % at 3 µM; hit rate 1.5% among 360,000;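 active = inhibition above a per-plate cutoff, the mean inhibition of test compounds on that plate plus 3 SD, cut at about 49% in these data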;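 note: 0% = DMSO plus EC80 beta-PEA response and 100% = DMSO alone without agonist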
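Test system: hTAAR1-expressing CHO RD-HGA16 cells, Gα16-coupled; Probe or stimulus: EC80 β-phenethylamine stimulus; Compound dosing: single nominal final test compound concentration of 3 µM; Timing: 140 s kinetic read after compound, 140 s after agonist; Signal: Fluo-8 calcium-sensitive fluorescence; Measure: % inhibition of agonist calcium response; Controls: DMSO and EC80 PEA controls.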
Active calls of the source: *; . = not tested or not shown. Not all compounds are listed (hit frequency here may not be typical).

SMILES | TAAR1 agonist | OXTR potentiate | CHO parental Ca | TAAR1 antagonist
CN(C)CCCSc1ccccc1NC(=O)/C=C/c1ccccc1 | . | -5 | -16 | .
CCN(CC)CC1CCCCN1CC(=O)N1c2ccccc2C(=O)Nc2cccnc21 (centres undefined) | . | 7 | -17 | .
COc1ccc(-c2oc3c(CC=C(C)C)c(O[C@@H]4O[C@H](CO)[C@@H](O)[C@H](O)[C@H]4O)cc(O)c3c(=O)c2O[C@@H]2O[C@@H](C)[C@H](O)[C@@H](O)[C@H]2O)cc1 | . | -1 | -8 | .
O=C1NC(=O)C2(CCOc3ccc(F)cc32)N1 (centres undefined) | 0 | . | . | 0

Three entries out of the list above, sorted by their value in OXTR potentiate, highest first.
molecule,OXTR potentiate
CCN(CC)CC1CCCCN1CC(=O)N1c2ccccc2C(=O)Nc2cccnc21 (centres undefined),7
COc1ccc(-c2oc3c(CC=C(C)C)c(O[C@@H]4O[C@H](CO)[C@@H](O)[C@H](O)[C@H]4O)cc(O)c3c(=O)c2O[C@@H]2O[C@@H](C)[C@H](O)[C@@H](O)[C@H]2O)cc1,-1
CN(C)CCCSc1ccccc1NC(=O)/C=C/c1ccccc1,-5

Quoted at random: 2 records from the list, in no set order.
SMILES | TAAR1 agonist | OXTR potentiate | CHO parental Ca | TAAR1 antagonist
CCN(CC)CC1CCCCN1CC(=O)N1c2ccccc2C(=O)Nc2cccnc21 (centres undefined) | . | 7 | -17 | .
CN(C)CCCSc1ccccc1NC(=O)/C=C/c1ccccc1 | . | -5 | -16 | .

Not a retest: an excerpt of the list.
SMILES | TAAR1 agonist | OXTR potentiate | CHO parental Ca | TAAR1 antagonist
COc1ccc(-c2oc3c(CC=C(C)C)c(O[C@@H]4O[C@H](CO)[C@@H](O)[C@H](O)[C@H]4O)cc(O)c3c(=O)c2O[C@@H]2O[C@@H](C)[C@H](O)[C@@H](O)[C@H]2O)cc1 | . | -1 | -8 | .
O=C1NC(=O)C2(CCOc3ccc(F)cc32)N1 (centres undefined) | 0 | . | . | 0
